MBD2 inh = inhibitors of human MBD2 binding to methylated oligonucleotide. Q9UBB5. TR-FRET. inhibition, % at 4.4 µM. 370,000 compounds, 0.31% hits; in the data active means inhibition above about 13%
SIAE inh = inhibitors of human sialic acid acetylesterase SIAE; 370,000 compounds, 0.69% hits; AID 1053197; SIAE FP-Rh probe binding, fluorescence polarization; inhibition, % at 9.66 µM; Q9HAT2;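 active means inhibition above a cutoff: mean of compounds within the control limits plus 3 SD of those, cut at about 17% in these data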;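 further: 0% = plate median of compound wells and 100% = probe without SIAE protein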
Target sequence (Q9HAT2 whole entry, looked up): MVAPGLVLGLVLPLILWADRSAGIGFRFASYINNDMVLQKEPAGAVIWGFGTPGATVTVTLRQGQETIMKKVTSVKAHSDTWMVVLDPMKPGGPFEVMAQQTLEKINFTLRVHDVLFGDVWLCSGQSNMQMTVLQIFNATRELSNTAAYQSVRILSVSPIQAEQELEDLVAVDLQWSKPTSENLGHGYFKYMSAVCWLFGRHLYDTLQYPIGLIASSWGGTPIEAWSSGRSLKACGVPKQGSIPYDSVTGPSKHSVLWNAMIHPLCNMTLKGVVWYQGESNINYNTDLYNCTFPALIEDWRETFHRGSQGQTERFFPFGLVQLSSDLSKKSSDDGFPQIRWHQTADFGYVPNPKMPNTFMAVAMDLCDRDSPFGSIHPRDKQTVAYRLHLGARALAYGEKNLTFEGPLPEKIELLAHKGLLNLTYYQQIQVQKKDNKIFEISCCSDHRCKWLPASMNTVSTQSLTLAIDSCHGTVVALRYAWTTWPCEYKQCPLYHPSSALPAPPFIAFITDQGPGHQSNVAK
Tn7 DDE FP = inhibitors of Tn7 peptide binding to human fibrin DD(E). P02675. FP displacement of FITC-Tn7 peptide from fibrin DD(E); 0% = median of compound wells per plate. inhibition, % at 8.3 µM. 370,000 compounds, 0.13% hits;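 active means inhibition above the mean of compounds falling within the control limits plus 3 SD of them, cut at about 14% in these data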;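 further: 0% = plate median of compound wells and 100% = 10 µM Aha-Tn7 peptide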
Target sequence (P02675 whole entry, looked up): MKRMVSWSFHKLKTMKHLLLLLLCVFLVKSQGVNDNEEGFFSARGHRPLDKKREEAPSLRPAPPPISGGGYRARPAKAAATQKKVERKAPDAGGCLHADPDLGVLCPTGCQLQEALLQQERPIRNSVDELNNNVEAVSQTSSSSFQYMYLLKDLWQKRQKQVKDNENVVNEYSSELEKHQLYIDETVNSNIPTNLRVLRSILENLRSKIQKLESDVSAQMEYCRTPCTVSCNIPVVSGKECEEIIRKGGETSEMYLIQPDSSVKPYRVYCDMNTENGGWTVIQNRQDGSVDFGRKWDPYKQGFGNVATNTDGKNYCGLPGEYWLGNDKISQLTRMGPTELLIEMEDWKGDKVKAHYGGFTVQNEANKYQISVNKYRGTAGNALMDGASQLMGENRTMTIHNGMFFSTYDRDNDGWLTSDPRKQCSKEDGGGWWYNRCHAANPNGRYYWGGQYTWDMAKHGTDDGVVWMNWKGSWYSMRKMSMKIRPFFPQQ
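Assay system: human fibrin DD(E). Input: DD(E) 2 µM final. Medium: Tris buffer with calcium and detergent, pH 7.8. Compound dosing: single point at 8.3 µM. Timing: 10 min plus 3 h, room temperature. Technique: fluorescence polarization of the labelled Tn7 tracer. Read-out: percent inhibition. Replicates: singlicate testing.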
PRMT1 FP inh = blocks human protein arginine methyltransferase 1 | recombinant PRMT1, activity-based probe fluorescence polarization | Q99873 | AID 652257 | 370,000 compounds, 1.3% hits | inhibition, % at 2.79 µM;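 active means inhibition above about 21% made by adding two undisclosed values, limit read from the data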
Tn6 DDE FP = inhibitors of Tn6 peptide binding to human fibrin DD(E); AID 720509; inhibition, % at 8.3 µM; Fibrin DD(E) TRITC-Tn6 fluorescence polarization displacement; 370,000 compounds, 0.21% hits;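 active means inhibition above a per-campaign cutoff: mean of compounds within control limits plus 3 SD, cut at about 15% in these data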;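 further: 0% = median of all compound wells on the plate and 100% = blocking peptide control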
LEDGF integ inh = blocks HIV-1 LEDGF/p75-dependent DNA integration. TR-FRET IN-LEDGF/p75 DNA integration, Eu/Cy5. inhibition, % at 3.7 µM. 370,000 compounds, 0.64% hits;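 active means inhibition above the screen-wide mean plus 3 SD, cut at about 13% in these data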;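 further: signal is the Cy5 over europium emission ratio at 671 and 618 nm; 0% = plate median of compound wells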
proKLK7 act = activates the human kallikrein-7 zymogen; P49862; purified proKLK7, EDANS-DABCYL substrate fluorescence; 100% is mature enzyme control, 0% vehicle; activation, % at 7 µM; 370,000 compounds, 0.9% hits;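 active means activation above the mean of all tested compounds plus 3 SD, computed per campaign excluding outliers beyond control limits, cut at about 13% in these data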
UHRF1 binding = blocks human UHRF1 binding to methylated DNA; 370,000 compounds, 0.75% hits; inhibition, % at 4.4 µM; Q96T88; UHRF1 binding to methylated oligo, TR-FRET; in the data active means inhibition above about 21%;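 further: UHRF1 SRA domain binding a hemimethylated CpG hairpin DNA probe; 0% = median of test compound wells and 100% = reference inhibitor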
TCR CD3 inh = inhibitors of human TCR-CD3 interaction; TAMRA-labeled TCR probe fluorescence, biochemical; inhibition, % at 9.4 µM; 360,000 compounds, 0.37% hits; in the data active means inhibition above about 19%;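 further: recombinant mutant TCR 2C K166C tagged with TAMRA read by polarization; 0% = receptor in buffer alone and 100% = receptor with positive control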
TDP2 inh = TDP2 (human) inhibition, absorbance primary screen. recombinant TDP2, T5PNP hydrolysis, p-nitrophenol absorbance 415 nm. 370,000 compounds, 0.34% hits. inhibition, % at 12.8 µM;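 active means inhibition above the mean of all tested compounds plus 3 SD, set per campaign, cut at about 25% in these data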;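 further: 0% = DMSO with enzyme and 100% = buffer with substrate but no TDP2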
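System – recombinant human TDP2 · Quantity – TDP2 enzyme at 120 nM final · Doses – single concentration, 12.8 µM nominal, with 1% DMSO · Incubation – 2 h at 37 °C · Measured by – epi absorbance of p-nitrophenol freed from T5PNP by hydrolysis · Read-out – % inhibition relative to enzyme-containing and enzyme-free wells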
An asterisk follows results filed as active; · = not tested or not shown.

SMILES	MBD2 inh	SIAE inh	Tn7 DDE FP	PRMT1 FP inh	Tn6 DDE FP	LEDGF integ inh	proKLK7 act	UHRF1 binding	TCR CD3 inh	TDP2 inh
CC(C)(C)N1CC(C(=O)Nc2cccc(Cl)c2Cl)CC1=O (stereo not given)	6	-3	9	7	1	5	-0.7	4	0	-10
O=[N+]([O-])c1cccc(-c2ccc(C(=S)N3CCN(c4ccc(F)cc4)CC3)o2)c1	1	1	-8	6	-2	1	0.3	-8	6	-2
COc1ccc(CCN2C(=O)CSC2c2cccc([N+](=O)[O-])c2)cc1OC (stereo not given)	0	2	6	6	-7	1	0.5	4	-11	-2
N#Cc1ccc(COc2cccnc2[N+](=O)[O-])cc1	0	-3	2	-4	7	3	-0.6	0	4	7
Cc1ccc(/C=N/NC(=O)c2nnn(-c3nonc3N)c2CSc2ccccc2)s1	-2	-1	4	2	-2	-1	0.3	1	1	8
N/C(=N\OC(=O)c1cccc(Cl)c1)c1ccncc1	-1	-3	3	-2	-6	-4	0.1	0	0	6
COC(C(=O)N/N=C(\C)CC(=O)Nc1ccc(Cl)cc1C)c1ccccc1 (stereo not given)	-4	8	1	2	6	-2	0.2	-2	-1	-9
Cc1ccc(N2CC(C(=O)NCc3ccco3)CC2=O)cc1Cl (stereo not given)	1	6	-2	1	5	2	0.2	-1	4	0
CCCOc1cccc(C(=O)N(Cc2ccccc2)C2CCS(=O)(=O)C2)c1 (stereo not given)	-1	3	3	-1	1	2	0.3	0	1	6
CCc1nc(SCc2ccccn2)c2c(=O)n(C)c(=O)n(C)c2n1	-4	0	-16	-2	2	-1	-1.0	2	0	-3
CCCOc1ccc(N2C(=O)CC(N3CCN(CCN=CC4=C(O)CC(C)(C)CC4=O)CC3)C2=O)cc1 (stereo not given)	6	-4	6	14	0	-2	0.2	7	-2	-4
Cc1nn(-c2ccc(Cl)cc2)c(NC(=O)C(C)C)c(-c2ccccc2)c1=O	-1	1	0	-4	7	1	0.3	-2	-2	12
COc1cc(N2C(=O)CSC23C(=O)Nc2ccccc23)cc(OC)c1OC (stereo not given)	3	-2	4	-2	1	0	0.0	-2	0	7
Cc1cccc(Cn2nc(C)c(NC(=O)c3ccc(F)cc3)c2C)c1	-7	-5	1	-3	-1	-3	0.1	-4	6	-1
CC1=C(C(=O)N2CCOCC2)CC(CC(=O)NC2CC2)C(=O)N1CCC1=CCCCC1 (stereo not given)	-8	1	8	-1	5	0	-0.6	-1	3	12
COc1ccc(-c2cc3nc(-c4ccccc4)cc(N4CCC5(CC4)OCCO5)n3n2)cc1	0	-8	3	0	1	-2	-9.1	10	2	-1
CCOC(=O)c1[nH]c(C)c(C(=O)OCc2ccc(C)cc2)c1C	2	-9	-5	-3	-3	2	0.1	-1	4	-13
CC(C)NC(=O)Nc1ccc2c(c1)C(=O)N([C@H](C)CO)C[C@H](C)[C@@H](CN(C)S(=O)(=O)c1cccs1)O2	-4	1	2	1	1	-1	-0.7	-2	6	-4
Cc1cccc(NC(=O)c2sc3nc4c(c(-c5ccco5)c3c2N)CCC4)c1	-6	7	-1	3	-4	2	-2.9	0	-1	-1
COc1ccc(-n2c(SC)nc(O)c(Cc3ccccc3)c2=O)cc1	3	-2	0	0	10	-1	-0.4	2	4	-2
COc1ccc(N2C(=NC(=O)C3CCCCC3)SC3CS(=O)(=O)CC32)cc1OC (stereo not given)	3	16	-4	-2	2	3	-0.1	0	9	17
O=[N+]([O-])c1ccc(NC2CCN(Cc3ccccc3)CC2)c([N+](=O)[O-])c1	-8	1	0	-5	1	1	-0.4	-4	7	-1
CS(=O)(=O)N(CC(=O)Nc1ccccc1-c1ccccc1)c1ccc(F)cc1	-5	-2	2	-5	4	0	-0.3	-1	9	-7
COc1ccc(/C=C/C(=O)O)cc1S(=O)(=O)N1CCC(C)CC1	7	0	4	-1	4	0	-0.1	10	7	-4

Arranged by the number under UHRF1 binding (falling): 3 from the list above
SMILES	MBD2 inh	SIAE inh	Tn7 DDE FP	PRMT1 FP inh	Tn6 DDE FP	LEDGF integ inh	proKLK7 act	UHRF1 binding	TCR CD3 inh	TDP2 inh
CCc1nc(SCc2ccccn2)c2c(=O)n(C)c(=O)n(C)c2n1	-4	0	-16	-2	2	-1	-1.0	2	0	-3
N/C(=N\OC(=O)c1cccc(Cl)c1)c1ccncc1	-1	-3	3	-2	-6	-4	0.1	0	0	6
Cc1ccc(N2CC(C(=O)NCc3ccco3)CC2=O)cc1Cl (stereo not given)	1	6	-2	1	5	2	0.2	-1	4	0

(cont.)
SMILES	MBD2 inh	SIAE inh	Tn7 DDE FP	PRMT1 FP inh	Tn6 DDE FP	LEDGF integ inh	proKLK7 act	UHRF1 binding	TCR CD3 inh	TDP2 inh
COC(=O)c1sc2nc3c(cc2c1N)COC(C)(C)C3	-6	-1	4	-2	-3	0	-0.9	-4	-6	4
CC1CCc2sc(NC(=S)NC(=O)c3ccccc3)c(C#N)c2C1 (stereo not given)	-6	-3	1	7	-3	2	-0.2	-3	3	-3
C=CCN(CC=C)CC(=O)Nc1ccc(S(N)(=O)=O)cc1	2	0	4	0	1	-1	0.0	-1	-2	4
Cc1ccc(S(=O)(=O)Cc2ccc(C(=O)N3CCN(Cc4ccccc4)CC3)o2)cc1	2	4	5	10	-2	-1	-0.1	2	-6	5
Cc1cc(C)n2cc(CSc3nnnn3-c3ccc(Cl)cc3)nc2n1	-1	10	2	-1	-5	-1	-0.1	0	2	1
Cc1cnc(CN(C)C(=O)C2CCC(=O)N(CCc3cccc(F)c3)C2)[nH]1 (stereo not given)	1	-2	6	3	3	-5	0.3	1	3	7
O=C(Nc1ccc(Cl)cc1)OC(CN1CCCCC1)C(F)(F)F (stereo not given)	-1	-3	0	1	-5	2	0.4	4	-4	-5
CCC(=O)OCCn1c(Br)nc2c1c(=O)[nH]c(=O)n2C	-3	-2	-7	-1	-8	4	-0.3	-2	6	7
CSc1ccc(CNC(=O)C2(C)CCCN(C(C)C)C2)cc1 (stereo not given)	3	8	5	0	0	-3	0.5	1	1	-1
Cc1noc(C)c1COc1ccc(C(=O)OCC(=O)Nc2ccc(C(=O)N(C)C)cc2)cc1	3	0	4	4	8	0	0.0	1	-4	-3
O=C(O)c1cccc(NC(=S)N/N=C/c2cccnc2)c1	9	6	2	0	-1	0	-0.2	15	-2	3
O=C(/C=C/c1ccc(Cl)cc1)c1cccnc1	-3	4	-5	4	-11	2	-0.3	5	2	11

Structures listed so far that contain a COOH group, in the order listed:
SMILES	MBD2 inh	SIAE inh	Tn7 DDE FP	PRMT1 FP inh	Tn6 DDE FP	LEDGF integ inh	proKLK7 act	UHRF1 binding	TCR CD3 inh	TDP2 inh
COc1ccc(/C=C/C(=O)O)cc1S(=O)(=O)N1CCC(C)CC1	7	0	4	-1	4	0	-0.1	10	7	-4
O=C(O)c1cccc(NC(=S)N/N=C/c2cccnc2)c1	9	6	2	0	-1	0	-0.2	15	-2	3

Later entries:
SMILES	MBD2 inh	SIAE inh	Tn7 DDE FP	PRMT1 FP inh	Tn6 DDE FP	LEDGF integ inh	proKLK7 act	UHRF1 binding	TCR CD3 inh	TDP2 inh
O=C(COc1ccccc1F)c1ccc(O)cc1O	4	1	3	2	0	0	0.7	-3	-5	-5
Cc1c(NCc2cccnc2)cccc1C(=O)O	-3	2	7	1	8	0	1.0	-3	1	-4
Cc1ccc(C(=O)CCNc2ccccc2)o1	-4	14	1	2	-3	-4	0.0	-2	4	-6
CCOc1ccc(-c2[nH]nc3c2C(c2ccc(O)cc2)C(C#N)=C(N)O3)cc1 (stereo not given)	0	-1	6	-3	-4	1	0.7	-11	0	5
COc1ccccc1N=Nc1c(O)[nH]c2ccc(Br)cc12	-1	-9	10	0	-3	2	0.7	0	3	-19
O=C(NCC1CCCN1S(=O)(=O)c1cccs1)C(=O)Nc1ccccc1F (stereo not given)	1	-2	0	4	3	2	-0.8	3	-5	-5
CCn1cc(C(=O)NCC(=O)OC)c2cc(OC)c(OC)cc2c1=O	-1	6	-6	1	-4	1	0.4	0	7	3
CSc1ccc(C(=O)C2CCCN(C(=O)c3ccc4c(c3)OCO4)C2)cc1 (stereo not given)	5	-3	4	1	9	-2	-0.9	2	1	5
CCCc1c(C)nc2ccccc2c1SCCC#N	-4	0	0	1	7	-3	0.7	-2	-4	0
O=C(CCC(=O)c1cccs1)NNC(=O)c1cc(Cl)ccc1Cl	2	3	0	-2	8	0	0.5	-4	6	-7
O=C(O)c1cccc(NC(=O)c2ccc(COc3ccc(Cl)cc3)cc2)c1	2	-11	-3	2	-3	0	-0.6	3	-4	7
CCCCOc1nc2ccccc2nc1C(C#N)S(=O)(=O)c1ccccc1 (stereo not given)	-2	-1	-6	-1	3	3	0.5	2	1	-3
CN(C)c1ccc(/C=N/NC(=O)c2ccccc2Cl)cc1	-3	1	-2	0	-6	-5	0.7	-2	-5	1
O=C(Nc1cc(-c2nc3ccccc3s2)ccc1Cl)c1ccc2c(c1)OCO2	2	-10	3	4	-10	0	-2.6	1	-2	-10
CC1(C(=O)NS(C)(=O)=O)CCN1C(=O)CC(c1ccccc1)c1ccccc1 (stereo not given)	-1	-3	-1	-1	7	-1	1.2	1	-1	-1
O=C(O)c1[nH]c2ccccc2c1C=NCc1ccccc1Cl	0	9	4	0	4	-6	2.1	1	3	6
O=C(Nc1nc(-c2ccc3ccccc3c2)cs1)c1ccc(N2C(=O)CCC2=O)cc1	-2	-3	5	16	-1	-2	-0.6	-1	2	-1
Cc1cc(C)c(S(=O)(=O)Nc2cc(C)on2)c(C)c1	-5	3	4	-4	5	2	-0.5	-2	10	-7
O=S(=O)(Nc1ccncc1Cl)c1ccc2ccccc2c1	-2	-3	-7	-1	5	0	0.2	-1	0	-8
COc1ccc(NC(C)=O)cc1NC(=O)CN1CCN(C2c3ccccc3-c3ccccc32)CC1	6	-4	4	4	-8	-3	-0.2	5	0	-1
COc1ccc(-c2noc(COc3ccc4c(c3)OCO4)n2)cc1	-3	2	-3	-2	-9	2	-0.3	1	2	-2
Cc1cc2c([nH]c3ccccc32)c(C)n1	-2	8	2	-2	2	3	33*	-8	7	3
NC(=O)c1nsc(C(=O)N(c2ccccc2)C(C(=O)NC2CCCCC2)c2ccc(O)cc2)c1N (stereo not given)	-6	-13	0	2	4	-4	13*	-1	9	2
CC(C)Cc1cc(C(=O)N2CCCC(CCC(=O)N(C)CCc3ccccn3)C2)no1 (stereo not given)	-3	2	0	-7	3	5	-0.3	-1	2	4
O=C(CSc1nnc(NC(=O)c2cc(Br)ccc2Cl)s1)NCC1CCCO1 (stereo not given)	-5	-8	6	-4	-4	2	0.6	-2	3	-4
Cc1cccc(OC(C)CCN2CCC(C(O)(c3ccccc3)c3ccccc3)CC2)c1 (stereo not given)	0	0	-5	0	-1	-3	0.8	-1	·	-2
O=C(NN=Cc1ccc2c(c1)CCC2)c1ccccc1O	3	0	1	0	2	-2	1.0	-3	0	3
Clc1ccc(OCc2cnc(Cl)s2)cc1	2	-12	4	2	6	-5	-0.1	2	1	-8
COc1ccc(OC)c(-c2csc(N(Cc3ccco3)C(=O)c3ccco3)n2)c1	-6	-2	0	3	0	0	-8.9	3	-3	9

Bioassay records as filed in PubChem.
